ATXN2 expr inh = inhibitors of ATXN2 expression; AID 1745845; Potency, µM (series often up to 57 µM), for inactives: top-dose activity change, negative = inhibition, usual class: inhibitors; hit rate 0.72% among 360,000; HEK-293 ATXN2-luciferase reporter, luminescence, 24 h; note: nearly all actives have a fitted effect of over 55% in size
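ATXN2-luciferase reporter cells (luciferase flanked by upstream and downstream ATXN2 gene portions) were treated 24 h at 37 °C with compounds at up to 57 uM. SteadyGlo luminescence gave expression; GF-AFC fluorescence gave viability.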
KB-3-1 tox = kills parental KB-3-1 adenocarcinoma cells; hit rate 1.4% among 400,000; KB-3-1 viability, CellTiter-Glo ATP luminescence, 72 h; Potency, µM (doses to about 46.1 µM), for the others: at the highest dose activity change, negative = cytotoxic, most hits filed as cytotoxic; AID 1347075; note: nearly all actives have a fitted effect of over 60% in size
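Viability of parental KB-3-1 cells, measured by CellTiter-Glo luminescence, followed a 72 h incubation at 37 °C with pinned compounds in phenol-red-free DMEM containing 10% FBS.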
KB-V1 cytotox = kills drug-selected multidrug resistant KB-V1 cells | KB-V1 MDR cells viability, CellTiter-Glo, 72 h | Potency, µM (highest dose often 46.1 µM), without a hit: at the highest dose activity change, negative = cytotoxicity, actives largely listed as cytotoxic | hit rate 3.4% among 400,000; note: nearly all actives have a fitted effect of over 60% in size
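Drug-selected KB-V1 cells, grown in DMEM lacking phenol red with 10% FBS, receive compound titrations; after three days at 37 degrees C, surviving cell ATP is quantified by CellTiter-Glo luminescence and responses normalized and curve-fitted.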
Starred values were filed as active, the others as inactive; i = inactive; ? = inconclusive; . = not tested or not shown; & = joins results of further samples. Calls come from the whole dose curve; as a rule, active = well fitted curve in the direction sought with a large enough effect; inconclusive = small, poorly fitted or top-dose-only effect, or another doubt; inactive = no such curve, though single readings can be large; an effect the other way counts as inactive or inconclusive. % is set by controls: 0 for no effect and ±100 for the full control effect; potency is the fitted concentration of half-maximal effect. Only part of the results is shown; rates above refer to the full screens.

compound	ATXN2 expr inh	KB-3-1 tox	KB-V1 cytotox
Nc1ccc(C(=O)OCC(O)CO)cc1 (stereo not given)	-1%	.	.
COc1ccc(Br)cc1C1NC(c2ccc3c(c2)OCO3)=CC(c2ccccc2O)N1 (stereo not given)	.	0%	?
CCCC(=O)Nc1nnc(S(=O)(=O)N(C)Cc2ccc(Cl)cc2)s1	.	5%	16%
Cc1ccnc(NC(=O)N2CCN(c3cccc(C(F)(F)F)c3)CC2)c1	.	-20%	?
CCOC(=O)c1ccc(NC(=O)c2cnc3c(-c4ccc(F)cc4)c(C)nn3c2C)cc1	.	-6%	6%
Cc1cc(C)c(S(=O)(=O)Nc2cccc(C(F)(F)F)c2)c(C)c1	.	?	0%
COc1cc2ncnc(N(C)Cc3csc(C)n3)c2cc1-c1ccc2c(c1)OCO2	.	?	?
CCc1nnc2c(NCc3ccccc3OC)nc3ccccc3n12	.	8%	-8%
CCOC(=O)C(CC)Sc1ccc2nnc(CCNS(=O)(=O)c3ccc(C)cc3)n2n1 (stereo not given)	.	-15%	-1%
CC(=O)N1c2ccccc2C(=O)C1N1CCN(c2cccc(Cl)c2)CC1 (stereo not given)	.	17%	16%
CN(C)c1ccc(/C=C/c2ccnc3c2ccc2c(/C=C/c4ccc(N(C)C)cc4)ccnc23)cc1	.	?	-5%
Cc1ccc(NC(=O)CCS(=O)(=O)c2ccc3nc(C)sc3c2)c(C)c1	.	10%	18%
COc1ccc(OC)c(CNC(=O)c2ccc3nc(C(C)C)oc3c2)c1	.	0%	-5%
CC1(C)C2CCC1(C)C(NC(=O)COC(=O)c1ccc(S(C)(=O)=O)c([N+](=O)[O-])c1)C2 (stereo not given)	.	?	?
Cc1ccc2cc(CN(Cc3ccco3)Cc3nnnn3Cc3ccco3)c(=O)[nH]c2c1	.	-12%	?
Cc1cccc(CNC(=O)c2cnc3c(-c4cccc(C)c4)c(C)nn3c2C)c1	.	0%	-11%
CCCN(Cc1cccs1)C(=O)Nc1cc(Cl)c(OC)cc1OC	.	-3%	3%
COc1cccc(CNC(=O)Cc2ccc(NC(=O)N3CCSc4ncccc43)cc2)c1OC	.	0%	2%
O=C(NCC(c1ccco1)S(=O)(=O)c1cccs1)c1ccccc1F (stereo not given)	.	-2%	6%
Cc1nc(-c2ccccc2)sc1-c1ccc(SCC(=O)Nc2ccc(F)cc2F)nn1	.	4%	16%
Cc1cc(O)c(C(c2ccccc2Cl)N2CCN(c3ccccc3)CC2)c(=O)n1Cc1ccco1 (stereo not given)	.	1%	20%
Cc1cn2c(=O)c(S(=O)(=O)NCc3ccccc3Cl)c(C)nc2s1	.	-2%	-6%
CCC(=O)Nc1ccccc1-c1nc2ccccc2n(C(C)C(=O)Nc2cccc(Cl)c2C)c1=O (stereo not given)	.	?	-6%
Cc1cccc(-c2nc(CSCC(=O)N3CCN(c4ccccc4)CC3)c(C)o2)c1	.	-4%	-6%
O=C(NCCc1ccccc1Cl)c1ccc2c(c1)nc1n2CCOC1	.	-1%	-22%
O=c1c2cn[nH]c2nc(SCc2cccc(Br)c2)n1-c1ccc(Cl)cc1	.	-21%	6%
O=C(CNC(=O)c1ccccc1)OCC(=O)c1ccccc1	.	22%	0%
C=CCn1c(SCC)nc2ccccc2c1=O	.	15%	-3%
COc1cccc(N2CCN(C(=O)c3cnc4c(-c5ccccc5)c(C)nn4c3C)CC2)c1	.	5%	-8%
CC1=C(C(=O)NCc2ccccc2C)C2(CCCCCC2)OC1=O	.	-7%	3%
Nc1nc(N)c(N=O)c(N)n1	.	-7%	0%
Cc1ccc(S(=O)(=O)c2nnn3c2nc(N2CCCC2)c2sccc23)cc1C	.	7%	33%
Nc1ncnc2oc(-c3ccoc3)c(-c3ccco3)c12	.	0%	-10%
O=C(Nc1ccc(Br)cc1Cl)c1cnn2c1NC(=C1CC1)C=C2C(F)F	.	-18%	-2%
CC1CCCCN1C(=O)CSc1n[nH]c(-c2ccccc2Cl)n1 (stereo not given)	.	7%	1%
CN(C)c1ccc(/C=C/N2C=CCc3c2ccc2ccccc32)cc1	.	0.58µM*	?
CCOc1ccc(NC(=O)CSc2nnc(CC)c(CC)n2)cc1	.	-2%	27%
CC(C)OCCCN1C(=O)c2[nH]nc(-c3ccccc3O)c2C1c1ccccc1F (stereo not given)	.	-18%	0%
Cc1ccc(CCNc2nc3c(S(=O)(=O)c4ccc(C)cc4)nnn3c3ccsc23)cc1	.	-4%	-1%
N#Cc1nc(COc2ccc(-c3ccccc3)cc2)oc1N1CCC(C(N)=O)CC1	.	0%	-6%
COc1cccc(C(=O)Nc2ccc(-n3nncc3-c3ccccc3)cc2)c1	.	0%	10%
O=c1oc2ccc3ccccc3c2cc1-c1nc2c(s1)CCc1ccccc1-2	.	?	15%
O=C(Nc1nnc(Cc2ccc(Cl)cc2)s1)C1CCN(C(=O)c2ccco2)CC1	.	?	-26%
COc1cc(C=O)cc(OC)c1[N+](=O)[O-]	.	6%	8%
CN1CCN(c2cccc(Nc3nn4c(=O)c5ccc(Br)cc5nc4s3)c2)CC1	.	-10%	14%
CCS(=O)(=O)N1CC(=O)N(c2ccc(C)c(C)c2)C(C)(C(=O)NC2CCCCCC2)C1 (stereo not given)	.	9%	20%
O=C(Cn1c(=O)n(Cc2nc(-c3ccccc3)no2)c(=O)c2ccccc21)Nc1cccc(C(F)(F)F)c1	.	?	?
Cc1ccc2c(c1)N(C(=O)N1CCC(C(=O)NCc3cccs3)CC1)CC(C)O2 (stereo not given)	.	-18%	-26%
O=CC(=O)c1ccc(Br)cc1	.	0%	?
Cc1ccc(Cn2c(C)c3cnn(CC(=O)NCCc4ccc(Cl)cc4)c(=O)c3c2C)cc1	.	-13%	-21%

The list goes on.
compound	ATXN2 expr inh	KB-3-1 tox	KB-V1 cytotox
CN(C)c1ccc(/C=C/c2ccnc3ccccc23)cc1Cl	.	?	?
CCCN(CCC)CCCNC(=O)c1sc2nc3n(c(=O)c2c1C)CCC3	.	-24%	-7%
COc1cccc(N2CCN(C(=O)c3cnn(C(C)(C)C)c3C3CCN(C(=O)OC(C)(C)C)CC3)CC2)c1	.	6%	10%
N#Cc1ccc[n+](CC(=O)c2ccc(O)c(O)c2)c1	.	25%	11%
Cc1c2cnn(CC(=O)N3CCCCC3)c(=O)c2c(C)n1Cc1ccc(Cl)cc1	.	?	-8%
COc1ccc(-n2c(/C=C/c3cccc(C(F)(F)F)c3)nc3ccccc3c2=O)cc1Cl	.	?	?
O=C(C[N+]1(CCO)CCOCC1)c1cccs1	.	29%	25%
COc1ccc(N2CCN(S(=O)(=O)c3csc(C(N)=O)c3)CC2)cc1	.	-10%	-4%
CC(C)c1ccc(S(=O)(=O)c2nnn3c2nc(N2CCN(C)CC2)c2sccc23)cc1	.	1%	-1%
CCCNC(=O)c1c(C)nn(-c2cccc(C)c2)c1-n1cccc1	.	-14%	2%

A portion from further up, as a working copy:
compound	ATXN2 expr inh	KB-3-1 tox	KB-V1 cytotox
O=C(C[N+]1(CCO)CCOCC1)c1cccs1	.	29%	25%
COc1ccc(N2CCN(S(=O)(=O)c3csc(C(N)=O)c3)CC2)cc1	.	-10%	-4%
CC(C)c1ccc(S(=O)(=O)c2nnn3c2nc(N2CCN(C)CC2)c2sccc23)cc1	.	1%	-1%
CCCNC(=O)c1c(C)nn(-c2cccc(C)c2)c1-n1cccc1	.	-14%	2%

Further compounds follow:
compound	ATXN2 expr inh	KB-3-1 tox	KB-V1 cytotox
Cc1ccc(-c2nc(CS(=O)CC(=O)NCc3ccccc3Cl)c(C)o2)cc1 (stereo not given)	.	-6%	25%
CCCCNC(=O)C(CC)n1c(SCc2cccc(F)c2)nc2ccncc21 (stereo not given)	.	-18%	0%
O=S1(=O)CCO[C@H]2CCCC[C@@H]2N1Cc1ccc(Cl)cc1	.	-24%	?
Cc1ccc(CNC(=O)C(=O)NCC(c2ccco2)S(=O)(=O)c2ccccc2)cc1 (stereo not given)	.	8%	16%
CC(C)(C)c1ccc(S(=O)(=O)/C=C/C#N)cc1	.	14%	-14%
Cc1ccc(S(=O)(=O)c2nnn3c2nc(N2CCCC2)c2sccc23)cc1	.	-6%	16%
C[N+]1(CC(=O)c2ccc(F)cc2)CCc2ccccc2C1 (stereo not given)	.	7%	9%
COc1ccc(-c2cc(C(C)=O)c(C)n2CCC(=O)NCc2ccc(F)cc2)cc1	.	15%	-8%
Cc1ccc(N2CCN(c3nc4c(S(=O)(=O)c5ccc(C)c(C)c5)nnn4c4ccccc34)CC2)c(C)c1	.	5%	15%
c1cc2c3c(c1)CCC[N+]3(C1CCCCC1)CCC2	.	?	-6%
CCCCCCCCN1[C@@H](CC(=O)OC)c2ccc(/C=C/C(=O)OC)cc2S1(=O)=O	.	15%	-21%
COc1cccc(CNC(=O)c2cccc(-n3c(C)nc4cccnc43)c2C)c1	.	?	4%
CC(C)(C)c1ccc(C(=O)C[n+]2ccc(Cl)c3ccc(Cl)cc32)cc1	.	0.26µM*	?
CC1CCN(c2nc3c(S(=O)(=O)c4ccccc4)nnn3c3ccsc23)CC1	.	10%	5%
COc1cc(OC)c(/C=C/c2ccncn2)c(OC)c1	.	?	12%
C[n+]1ccc(/C=C/c2cc[n+](C)c3ccccc23)c2ccccc21	.	?	-11%
Cc1ccc2oc(=O)c3cnn(CC(=O)NCc4ccccc4Cl)c3c2c1	.	-3%	?
C#CCN(C1CCCC1)S(=O)(=O)C=C	.	?	-3%
Nc1nc(NCc2ccc(Cl)c(Cl)c2)c2[nH]cnc2n1	.	22%&1%	6%&6%
COc1cccc(-c2nc(SCC(=O)NCC3CCCO3)c(-c3ccc(C)cc3)[nH]2)c1 (stereo not given)	.	-2%	20%
CC(C)c1ccc(Nc2nc3c(S(=O)(=O)c4ccc(Br)cc4)nnn3c3ccsc23)cc1	.	0%	-13%
O=S1(=O)N=C(Oc2ccc(C(F)(F)F)cc2)c2ccccc21	.	?	0%
CCOCCCNC(=O)CN1C(=O)c2c(c3ccccc3n2C)C1c1ccc(OC)cc1 (stereo not given)	.	0%	-11%
COc1ccc(OC)c2c(/C=C/c3c[nH]c4ccccc34)ccnc12	.	4.1µM*	?
CCOC(=O)N(C(=O)c1ccccc1)c1ccccc1	.	10%	3%
Fc1ccc(/C=C/c2ccc3ccccc3n2)cc1	.	12µM*	-3%
CCc1ccc(-c2nc(SCC(=O)NCCOC)c(-c3ccc(C)cc3)[nH]2)cc1	.	-1%	-12%
CCOc1ccc(NC(=O)c2cn(C3CCCCC3)c(=O)c3c2c2ccccc2n3C)cc1	.	-1%	14%
O=C(Nc1nnc(-c2ccncc2)s1)Nc1ccc(Cl)cc1Cl	.	i	i
O=C(CNC(=O)C1CCCCC1)OCCOc1ccccc1	.	0%	0%
O=C1COc2ccc(-c3csc(-c4ccc(Cl)cc4)n3)cc2N1	.	?	?
CC1=C(c2ccc(C)cc2)S(=O)(=O)N=C1N1CCN(c2ccccc2)CC1	.	5%	10%
CN(C)c1ccc(C(CNC(=O)Cc2ccc(Cl)cc2)N2CCOCC2)cc1 (stereo not given)	.	4%	?
COc1cccc(N2CCN(C(=O)c3c4c(nc5ccccc35)C(=O)N(C3CCCCC3)C4)CC2)c1	.	27%	14%
O=C(NC1CCCCC1)[C@@H]1CC=C[C@@H]2CCN(Cc3ccc(Cl)c(Cl)c3)C(=O)[C@@H]21	.	3%	-21%
Clc1ccc(CN(CCCNc2ncnc(NCCCc3cnc[nH]3)n2)c2ccc(Br)cn2)cc1Cl	.	?	-17%
CC1=C(C(=O)Nc2ccccc2)C(c2ccc[nH]2)n2ncnc2N1 (stereo not given)	.	?	0%
C=CCN=C1N[C@@H](c2ccc(Br)cc2)C(C(=O)OC)=C(C)N1Cc1ccccc1	.	0%	-11%
O=C(C1CCN(c2nc3ccccc3[nH]2)CC1)N1CCN(c2ccccc2)CC1	.	-11%	29%
COc1ccc(CCNC(=O)C(=O)NCC(c2ccco2)S(=O)(=O)c2ccc(C)cc2)cc1 (stereo not given)	.	0%	4%
CCOCCCNC(=O)C1CCN(c2nn3cc(-c4ccc(F)cc4)nc3s2)CC1	.	?	?
CCc1ccc(S(=O)(=O)c2nnn3c2nc(Nc2cccc(C)c2C)c2sccc23)cc1	.	-6%	-9%
Cc1cccc(N2CCN(C(=O)c3cnn(-c4ccccc4)c3C3CCN(C(=O)OC(C)(C)C)CC3)CC2)c1C	.	?	0%

Bioassay records as filed in PubChem.
